TRPM1 prom inh: reduces MITF-dependent TRPM1 promoter luciferase signal. hit rate 0.83% among 330,000. AID 488899. SK-MEL-5 TRPM1 promoter luciferase, 24 h. inhibition, % at 12.5 µM;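 active means mean inhibition across replicates of 60% or more, whatever share of single replicates reaches that level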; further: values of inactives mirror those of a sister screen read the other way
Shn3 inh set2: reduces Shn3 3'UTR luciferase signal in osteoblasts; Clone20 osteoblast Shn3 3'UTR firefly luciferase, 24 h; inhibition, % at 12.5 µM; hit rate 0.52% among 360,000; AID 588674;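 active means mean inhibition of at least 75% with every replicate also reaching 75%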;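 further: 0% = median of neutral control wells and 100% = pilot-screen positive control compound; some compounds past the cut are filed as inactive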
H9c2 protect: modulators protecting cardiomyocytes from myocardial damage; H9c2 cardiomyocytes, H2O2 injury protection, ATPLite, 2 h; protection from H2O2 cell death, % at 20 µM; hit rate 0.63% among 360,000;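 active means compounds giving at least 50% protection of heart cells from peroxide-induced death in the single-dose screen, raw or plate-pattern-corrected value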;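 further: 0% = DMSO wells with peroxide and 100% = DMSO wells without peroxide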
hiPSC survival: increases survival of single human iPS cells; hiPSC single-cell survival, ATPlite luminescence; 100% = ROCK inhibitor wells, 0% = DMSO; survival enhancement, % at 20 µM; hit rate 0.044% among 360,000; AID 602274; in the data active means survival enhancement above about 18%;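 further: cells exposed to compounds for 16 hours before the ATP read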
CaV13 FRET inh: Disruptors of the CACNA1D IQ motif to Ca2+-dependent inactivation inhibitor domain association, primary screening, Förster resonance energy transfer in intact living …. inhibition, % at 12.3 µM. AID 743397. hit rate 0.098% among 340,000. HEK cells, CFP/YFP FRET ICDI-IQ, plate reader, 10 min; percent FRET-ratio fall versus neutral wells;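 active means mean replicate inhibition of at least 30% and at least 1% of replicates passing that level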;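 further: 0% = median of the neutral control wells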
HIF-2a inh: inhibitors of HIF-2a | 786-0 RCC cells HIF-2a reporter, luciferase luminescence, overnight | inhibition, % at 18.8 µM | hit rate 0.72% among 360,000 | AID 624352;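 active means inhibition of the luminescence signal of 40% or more relative to plate controls, in a single-dose primary screen at 18.75 µM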
NR2E3 ag-1: NR2E3 (human) agonism; AID 2300; hit rate 0.12% among 320,000; inhibition of corepressor binding, % at 4.78 µM; Q9Y5X4; GST-NR2E3/biotin-RetCOR TR-FRET, 1536-well;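 active means percent inhibition above the cutoff of mean plus 3 SD of all tested compounds, set per screening campaign, cut at about 20% in these data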;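 further: 0% = DMSO wells and 100% = biotin wells as full block of FRET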
Target sequence (Q9Y5X4 whole entry, looked up): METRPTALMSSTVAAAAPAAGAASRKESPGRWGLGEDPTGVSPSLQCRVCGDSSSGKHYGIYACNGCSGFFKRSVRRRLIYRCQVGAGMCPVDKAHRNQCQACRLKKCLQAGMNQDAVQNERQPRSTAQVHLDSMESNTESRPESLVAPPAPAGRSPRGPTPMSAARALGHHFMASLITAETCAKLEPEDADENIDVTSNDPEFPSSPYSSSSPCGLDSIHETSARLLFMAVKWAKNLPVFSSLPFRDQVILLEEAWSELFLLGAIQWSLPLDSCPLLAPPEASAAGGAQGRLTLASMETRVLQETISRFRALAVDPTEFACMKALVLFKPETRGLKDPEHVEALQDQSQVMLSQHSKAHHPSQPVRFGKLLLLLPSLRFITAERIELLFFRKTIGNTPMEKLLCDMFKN
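Assay system: NR2E3–RetCOR corepressor complex. Quantity: 1.35 nM GST-NR2E3. Buffer or medium: pH 7.5 Tris-based buffer. Reagent: biotinylated RetCOR corepressor at 7 nM final. Schedule: 5 h at 4 °C. Detection: TR-FRET, emission read at 617 and 671 nm. Replicates: one well per compound, singlicate testing.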
NR2E3 ag-2: human photoreceptor-specific nuclear receptor agonism. Q9Y5X4. CHO-S Gal4-NCOR/VP16-NR2E3 two-hybrid, luciferase. inhibition of corepressor binding, % at 3.98 µM. hit rate 0.35% among 360,000. AID 602229;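 active means inhibition above the mean of all tested compounds plus 3 SD, cut at about 70% in these data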;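 further: 0% = DMSO with NR2E3 transfected cells and 100% = cells lacking NR2E3 construct; higher means lower luciferase signal from less NR2E3 corepressor binding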
m5-HT2A agonist: activates the mouse 5-HT2A serotonin receptor; CHO-K1 mHTR2A beta-arrestin complementation, luminescence; percent of 30 µM serotonin response; activation, % at 7.6 µM; hit rate 0.66% among 360,000; AID 624169;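 active means activation above a run cutoff, the mean activation of all tested compounds plus 3 SD, cut at about 14% in these data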;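 further: 0% = plate median of compound wells and 100% = 30 µM serotonin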
Target sequence (P35363 whole entry, looked up): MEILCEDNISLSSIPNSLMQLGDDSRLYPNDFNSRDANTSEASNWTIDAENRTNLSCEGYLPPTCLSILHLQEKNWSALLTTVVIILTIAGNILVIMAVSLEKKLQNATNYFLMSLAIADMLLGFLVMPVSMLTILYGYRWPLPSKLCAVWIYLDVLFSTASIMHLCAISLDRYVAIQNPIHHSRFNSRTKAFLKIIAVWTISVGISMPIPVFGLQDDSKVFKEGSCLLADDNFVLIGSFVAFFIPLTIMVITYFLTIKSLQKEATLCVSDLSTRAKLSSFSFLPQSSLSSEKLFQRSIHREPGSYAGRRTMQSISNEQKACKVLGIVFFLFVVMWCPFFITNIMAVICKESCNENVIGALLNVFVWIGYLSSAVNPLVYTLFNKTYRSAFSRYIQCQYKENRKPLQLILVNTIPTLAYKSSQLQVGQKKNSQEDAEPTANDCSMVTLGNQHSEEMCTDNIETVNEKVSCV
PDI turbidity: blocks human protein disulfide isomerase activity; P07237; PDI insulin aggregation turbidity, A650, 90 min; inhibition, % at 10 µM; hit rate 0.052% among 350,000;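 active means mean inhibition across replicates of 30% or more, whatever share of single replicates reach that level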;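 further: absorbance from insulin aggregation driven by PDI reduction with DTT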
Peg3 promoter: reduces Peg3 promoter-driven luciferase expression in HeLa; inhibition, % at 20 µM; hit rate 1.7% among 360,000; HeLa PEG-Prom luciferase reporter, luminescence, overnight;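 active means inhibition of at least 50% at 20 µM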
* hit, by the source's call; x = no result given; & = joins results of further samples.

SMILES	TRPM1 prom inh	Shn3 inh set2	H9c2 protect	hiPSC survival	CaV13 FRET inh	HIF-2a inh	NR2E3 ag-1	NR2E3 ag-2	m5-HT2A agonist	PDI turbidity	Peg3 promoter
Cc1ccccc1CC(=O)NC1CCCc2ccccc21 (configuration not stated)	-2	-8	-1	-0.1	-5	-3	2	2	5	15	1
N/C(=N\OC(=O)c1cc(Cl)ccc1Cl)c1ccccn1	8	-4	-23	-5.2	6	-30	1	-143	-1	1	15
CC/C(O)=C1\C(=O)CCCC1=NCc1nc2ccccc2[nH]1	1	-9	6	0.6	-3	21	-1	-3	-1	1	8
CC(C)(C)OC(=O)N1CCN(c2ccc([N+](=O)[O-])cc2)CC1	-1	-16	-5	-0.3	-3	5	2	4	-4	8	-7
COc1ccc(Cl)cc1NC(=O)c1cccc(-n2cnnn2)c1	-21	4	13	-0.3	-8	-8	x	-10	-5	-7	11
O=C(O)CSc1nnnn1-c1ccccc1	0	2	6	-0.4	-7	11	3	-13	-2	4	2
O=C(Oc1ccc(Br)cc1C(=S)N1CCCCC1)c1cc([N+](=O)[O-])cc([N+](=O)[O-])c1	-16	-1	13	1.5	x	9	-3	-17	-3	3	20
CCNC(=S)N1CCC(NC(=O)C2CCCCC2)CC1	-7	8	7	1.9	-6	2	2	6	-2	-5	20
O=C(Nc1ccc(F)c(F)c1)c1ccccc1-c1ccccc1	-9	-22	3	0.1	-6	-1	3	-17	-1	-7	-2
Cc1ccc2nc(-c3ccc(NC(=O)COC(=O)c4cncc(Br)c4)cc3)sc2c1	10	17	-26	-3.7	-7	-140	x	-116	9	7	-99
Cc1ccc(NC(=O)C(C)OC(=O)c2ccc(Cl)nc2)cc1S(=O)(=O)N1CCOCC1 (configuration not stated)	18	17	0	0.4	-6	11	-2	2	2	-1	-8
C[C@@H]1O[C@@H](O[C@H]2[C@H](Oc3cc(O)c4c(c3)OC(c3ccc(O)cc3)CC4=O)O[C@H](CO)[C@@H](O)[C@@H]2O)[C@H](O)[C@H](O)[C@H]1O (some centres not stated)	-4	-2	4	-1.6	-5	1	2	4	4	20	-2
Cc1cccc(/C(N)=N/OC(=O)CCC2CCCCC2)c1	-19	-59	-8	-0.9	-9	-214	0	-2	5	4	-118
Cc1ccc(NNC(=O)c2c(F)cccc2Cl)cc1C	-1	-4	-1	-0.8	-1	3	-2	-54	-2	-1	2
CC(=O)NS(=O)(=O)c1ccc2c(c1)Cc1cc(S(=O)(=O)NC(C)=O)ccc1-2	8	-2	-6	2.7	-2	0	-2	3	4	-3	-1
Clc1nc2ccccc2nc1-c1ccccc1	-5	-6	-13	-0.7	-16	6	9	15	1	-3	4
Nc1ccccc1SCC(=O)Nc1nccs1	-1	0	-1	-0.6	-2	-19	1	-6	-2	-7	-12
COc1ccccc1NS(=O)(=O)c1ccc(S(=O)(=O)N2CCOCC2)cc1	6	13	-2	0.2	-1	15	-3	-16	0	15	5
O=C(NCc1ccco1)/C(=C\c1cccs1)NC(=O)c1cccs1	6	-7	5	-0.7	1	11	-3	-25	2	7	9
COC(=O)c1ccccc1SC(CC(=O)c1ccccc1)c1ccc(F)cc1 (configuration not stated)	-37	-27	-8	-0.8	-4	-48	2	-12	-2	12	-18
C=CCn1c(COc2cccc3ccc(C)nc23)nnc1SCC(=O)OC	5	6	-1	-2.0	x	7	-1	-14	3	-9	13
Cc1ccc(CNc2ccc(N3CCOCC3)cc2)cc1	-10	-92	0	0.1	-18	-243	-3	-18	1	2	-190
COc1ccc(OCCN2C(=O)NC(C)(c3ccc(C)cc3)C2=O)cc1 (configuration not stated)	10	2	1	2.8	-4	0	0	-12	-1	-3	8
Cc1ccc(O)c(C2=NCCNC(C(F)(F)F)=C2)c1	12	-16	-2	-2.5	-4	13	7	-25	-2	1	12
C#CCOc1nc(Nc2cccc([N+](=O)[O-])c2)nc(OCC#C)n1	-25	0	56*	0.2	-7	-7	6	-6	-3	8	22
O=c1c(C(c2ccc(F)cc2)c2c(O)nc3n(c2=O)CCCS3)c(O)nc2n1CCCS2	-2	-10	-6	0.6	-5	9	2	7	10	13	9
COCCNC(=O)c1sc2ncn(CC(=O)N3CCCCC3)c(=O)c2c1C	5	-7	-8	1.8	0	-1	3	0	-2	6	-2
CC1(C)CC(=O)C2=C(C1)C(c1cn(-c3ccccc3)nc1-c1ccccc1)C(C#N)=C(N)O2 (configuration not stated)	-13	2	-1	-2.1	-14	-58	-4	-27	-2	0	-72
CCCc1cc(=O)oc2cc(OCC(=O)NC3CCN(Cc4ccccc4)CC3)ccc12	3	-4	4	-0.6	-3	5	-4	18	-8	6	30
CC(=O)N1CCN(CC(O)COc2ccc(Br)cc2)CC1 (configuration not stated)	2	-10	0	0.3	-6	17	3	-18	-1	8	9
CO/N=C/C(=N\Nc1ccc(OC)cc1)C(=O)c1ccc(OC)cc1	1	6	-15	1.7	x	6	3	-12	0	1	6
Cc1noc(C(=O)Nc2ccccc2C(F)(F)F)c1Cl	3	3	-2	3.8	-9	-16	2	-26	-1	-1	-10
O=C(NCc1cccs1)c1nc(-c2cccs2)no1	-24	-36	1	-2.4	-18	-180	2	-47	-3	-6	-130
Cc1ccnc(NC(=O)c2cccc(NC(=O)c3ccc(Cl)c(Cl)c3)c2)c1	-6	-10	18	-0.4	-4	-37	x	-32	-6	2	-20
NC(=O)c1nccc2ccccc12	-2	-24	4	-2.8	-5	-14	x	-9	-4	-8	-6
CCCC(=O)NC(c1ccco1)c1cc([N+](=O)[O-])c2cccnc2c1O (configuration not stated)	-4	1	55*	7.9	4	11	5	-22	0	-3	38
Cc1ccccc1NC(=S)NCCc1c[nH]c2ccccc12	14	-29	-4	-3.1	-4	7	0	-3	-3	9	16
CCOc1cc(CN2CCCCCC2)ccc1OC	-2	-13	-6	-0.3	-12	18	1	-24	1	0	4
O=C1CCCC(O)=C1N=Nc1ccc2ncsc2c1	7	-69	6	0.3	-3	-171	-1	-72	-1	-2	-163
CCN(CC(=O)Nc1ccccc1OC)C(=O)c1ccc(NC(=O)c2cccs2)cc1	-5	14	5	-0.1	-6	-6	2	18	-3	-2	-6
C[C@H](CO)N1C[C@H](C)[C@@H](CN(C)C(=O)Nc2ccccc2)Oc2ccc(NC(=O)Cn3cnnn3)cc2C1=O	2	-13	0	0.5	-9	-1	x	-2	9	1	-5
COc1ccc(CCNC(=O)CCCOc2ccc(C)cc2)cc1OC	4	1	9	-1.5	-4	6	1	16	3	7	-5
O=C(O)Cc1ccc(O)cc1	0	-6	-1	0.0	6	6	1	-24	-2	-3	3
c1cnc(N2CCN(Cc3ccc4c(c3)OCO4)CC2)cn1	3	17	2	1.3	-6	1	-1	-33	10	6	9
CN(C(=O)c1ccc2c(c1)S(=O)(=O)N=C1CCCCCN12)c1ccccc1	3	7	-3	-0.2	-6	-9	0	-2	-2	1	-18
CC(C(O)c1ccc(O)cc1)N1CCC(Cc2ccccc2)CC1 (configuration not stated)	1&-14&0	-7&-5&5	15&1&-1	-0.8&-0.2&2.6	-5&-4&-5	3&2&10	0&-6	-34&12&-17	-6&-8&-7	4&-7&2	-16&0&-8
COc1ccc(S(=O)(=O)N2CCCN(Cc3cccc(F)c3)CC2)cc1	38	-3	-6	-2.4	-4	15	3	17	10	4	5
CC(NC(=O)OC1CCCCC1)N1C(=O)C2C3C=CC(C3)C2C1=O (configuration not stated)	-9	-14	-7	1.3	-6	22	1	19	3	-5	16
Cc1cc(C)n(C2CCCCC2OC(=O)CCc2ccccc2)n1 (configuration not stated)	-6	-11	-12	0.2	-5	7	2	12	-1	-10	7
CCOC(=O)C1CCCN(C(=O)COC(=O)C2=COCCO2)C1 (configuration not stated)	9	4	8	-1.2	-5	-5	-2	-13	1	3	-4
CN(C)S(=O)(=O)c1ccc(C(=O)Nc2ccnn2C2CCCCC2)cc1	5	8	-10	-0.6	-4	11	-5	9	6	0	13
O=C(Cc1ccc(Cl)cc1)Nc1nc2ccccc2[nH]1	-14	-30	-10	-0.4	x	-42	1	-10	-3	0	-28
O=S(=O)(c1ccc(F)cc1)n1ccc(-c2cnc(-c3ccccc3)s2)n1	-44	-44	-2	-1.5	-3	-268	1	-75	-1	-15	-176
CCC1CCCCN1CCCNC(=O)c1cc2c(=O)oc3ccc(C)cc3c2s1 (configuration not stated)	29	-12	-15	-0.4	-6	-3	1	1	-6	4	0
COc1cc(/C=C/C(=O)c2ccc3c(c2)OCCO3)cc(OC)c1OC	51	-22	21	0.6	-6	56*	0	37	-2	4	31
CC[C@@H]1Cc2[nH][nH]c(=O)c2[C@H](CC(C)C)O1	x	x	x	0.4	-5	2	x	-16	1	x	x
Cc1c(C(=O)N2CCC(C(N)=O)CC2)sc(N)c1C#N	-3	-3	-7	1.4	-10	-13	0	-14	-2	-2	1
O=C(O)Cc1csc(NC(=O)CSc2nnnn2-c2ccc(O)cc2)n1	7	5	6	0.2	-3	15	-3	-12	5	13	23
CC1N(O)C(C)(C)C(c2ccccc2)=[N+]1[O-] (configuration not stated)	6	5	9	-2.1	-5	15	2	21	-5	-2	-2
O=S(=O)(N(Cc1ccccc1)[C@H](CO)Cc1ccccc1)N(Cc1ccccc1)[C@H](CO)Cc1ccccc1	10	14	-8	3.5	-5	17	x	-23	2	7	-6

Single entries from the entries so far.
O=S(=O)(N(Cc1ccccc1)[C@H](CO)Cc1ccccc1)N(Cc1ccccc1)[C@H](CO)Cc1ccccc1 | H9c2 protect: -8
Cc1c(C(=O)N2CCC(C(N)=O)CC2)sc(N)c1C#N | m5-HT2A agonist: -2

Remaining list, next part.
SMILES	TRPM1 prom inh	Shn3 inh set2	H9c2 protect	hiPSC survival	CaV13 FRET inh	HIF-2a inh	NR2E3 ag-1	NR2E3 ag-2	m5-HT2A agonist	PDI turbidity	Peg3 promoter
O=[N+]([O-])c1cccc(CN(CCO)Cc2ccccc2)c1	-1	2	-7	3.2	-6	0	0	31	-3	-1	12
Cc1c(C)c2ccc(OS(C)(=O)=O)cc2oc1=O	-8	-9	2	-0.5	-19	12	-5	-28	-1	-3	-11
CN(CC(=O)Nc1cccc(F)c1)CC(=O)Nc1cccc(S(=O)(=O)N(C)c2ccccc2)c1	8	17	-4	3.5	-16	1	x	-8	-6	8	42
CC(NC(=O)Cc1ccccc1)c1cc2c(cc1Br)OCCCO2 (configuration not stated)	7	35	-4	-0.7	-3	-1	-1	9	5	5	22
NC(=O)c1c(NC(=O)CN2CCN(S(=O)(=O)c3ccccc3)CC2)sc2c1CCC2	22	27	-12	0.0	-15	9	1	-16	7	-1	9

Records listed above marked active in HIF-2a inh.
smiles	TRPM1 prom inh	Shn3 inh set2	CaV13 FRET inh	HIF-2a inh	NR2E3 ag-1	NR2E3 ag-2	m5-HT2A agonist	PDI turbidity	Peg3 promoter
COc1cc(/C=C/C(=O)c2ccc3c(c2)OCCO3)cc(OC)c1OC	51	-22	-6	56*	0	37	-2	4	31
